Source: PubChem (National Center for Advancing Translational Sciences (NCATS))
Pf Dd2 growth: blocks in vitro growth of P. falciparum Dd2; P. falciparum Dd2 growth, SYBR Green, 72 h; Potency, µM (titrated, usually from 28.9 µM), without a hit: at the top dose activity, negative = inhibition, usual class: inhibitors; hit rate 4.3% among 120,000; active = well fitted inhibition curve with a large enough effect; inconclusive = small, poorly fitted or top-dose-only effect; inactive = no such curve, though single readings can be large or run the other way;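 note: plate controls were DMSO vehicle for no effect and reference drug for full effect; nearly all actives have a fitted effect of over 65% in size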
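Readout: SYBR Green fluorescence, 485 nm excitation, 535 nm emission, after ~16 h lysis at 37C. Before that, Dd2-infected red cells (2.5% hematocrit) grew 72 h with compound, 29 uM top final concentration.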
* = called active by the depositor; i = inactive; ? = inconclusive; [ ] = another dose, or the depositor's remark. Potency is the fitted concentration of half-maximal effect. These rows are one share of the data; count on the stated rates, not on these rows.

SMILES | Pf Dd2 growth
COc1cc(-c2cc(OC)c3c(C)oc(C)c3c(=O)c2)ccc1OC(=O)c1ccccc1C | i
O=C(Cn1cccc1-c1nc(-c2ccc(F)cc2)no1)NC1CCCCC1 | i
Cc1ccc(NC(=O)N2Cc3[nH]cnc3C[C@H]2c2nc(-c3cccc([N+](=O)[O-])c3)no2)cc1 | i
O[C@@H]1C[C@@H](c2nc(-c3ccc4c(c3)OCO4)no2)N(CCCc2ccccc2)C1 | i
COC(=O)[C@@H]1Cc2c([nH]c3ccccc23)[C@H]2C[C@@H](NCc3cccnc3)C[C@@H](c3ccc(C(F)(F)F)cc3)N21 | ?
Cc1cc(C)cc(NC(=O)COc2cccc3c(=O)n(C)ccc23)c1 | 3%
COc1ccccc1-c1nnc(C2CCN(C(=O)c3ccc(Cl)cc3)CC2)o1 | ?
COc1cccc(C(=O)N2C(C(=O)NC(C)C)COC23CCN(C(=O)c2ccc(F)cc2)CC3)c1 (stereo not given) | -9%
O=C1NCc2ccccc2CC12CCCN2Cc1cccc(Br)n1 (stereo not given) | ?
Cc1ccc(C(=O)N2CCn3c(nnc3-c3ccc(Cl)cc3)C2)cc1 | ?
COC(=O)c1cc2sccc2n1CC(=O)Nc1ccc(C)cc1C | 7%
CCc1ccc(CNC(=O)C2CCN(C(=O)c3ccc(-n4ccc5ccccc54)s3)CC2)cc1 | ?
Cc1c(CC(=O)N(C)C(C)C)c2c(n1Cc1ccccc1F)CCCC2=O | ?
CCNC(=O)N1CCC[C@@H](O)[C@H](NC(=O)c2ccc(OCCN3CCOCC3)cc2)C1 | -17%[44.1 µM]
O=C(O)C(c1cccc2c1OCC2)N1CCC(OCc2cccnc2)CC1 (stereo not given) | -2%
Cc1ccc(OCC(=O)N2CCC3(CC2)N(CC2CC2)C(=O)CS3=O)cc1 (stereo not given) | -15%
Cc1cc(C)cc(C(=O)N2CCC3(CC2)c2nccn2-c2ccccc2CN3C)c1 | ?
Cc1nc(C2CC(O)C2)cc(N2CCN(c3ccc(F)c(Cl)c3)CC2)n1 (stereo not given) | ?
Cc1cc(Cl)ccc1NC(=O)N1CCC(Oc2ncccc2C(=O)N2CCOCC2)C1 (stereo not given) | 38%[activator]
COc1ccc(S(=O)(=O)NC[C@H]2C[C@@H]3CCN2C[C@@H]3CN2CCN(c3ncccn3)CC2)cc1 | i
COc1ccc(CCC(=O)N2CCC(c3nc(C4CCOCC4)no3)CC2)cc1 | -8%
Cn1nc(C2CCCN(C(=O)Cc3cccc(F)c3)C2)n(-c2ccccc2)c1=O (stereo not given) | i
CCn1c(C)c(C)c2cc(C(=O)NCCc3cc(OC)c(OC)c(OC)c3)ccc21 | i
COC(=O)[C@@H]1Cc2nc[nH]c2CN1C(=O)c1ccc(-c2ccccc2)cc1 | -25%[44.1 µM]
Cc1ccc(C(=O)NC2CCCN(c3cc(-c4ccc(F)cc4)[nH]n3)C2)cn1 (stereo not given) | ?

Reprinted from the part before: five compounds; new compounds follow.
SMILES | Pf Dd2 growth
COc1ccc(CCC(=O)N2CCC(c3nc(C4CCOCC4)no3)CC2)cc1 | -8%
Cn1nc(C2CCCN(C(=O)Cc3cccc(F)c3)C2)n(-c2ccccc2)c1=O (stereo not given) | i
CCn1c(C)c(C)c2cc(C(=O)NCCc3cc(OC)c(OC)c(OC)c3)ccc21 | i
COC(=O)[C@@H]1Cc2nc[nH]c2CN1C(=O)c1ccc(-c2ccccc2)cc1 | -25%[44.1 µM]
Cc1ccc(C(=O)NC2CCCN(c3cc(-c4ccc(F)cc4)[nH]n3)C2)cn1 (stereo not given) | ?
CCn1cnnc1CC1CCN(C(=O)c2[nH]nc3c2COc2ccccc2-3)CC1 | ?
Cc1cccc(CSc2nc3cccnc3n2Cc2ccc(C(=O)NCc3ccco3)cc2)c1 | -14%
O=C(NCc1cccs1)c1ccc(CSc2nc3ccncc3n2Cc2ccccc2F)cc1 | 13µM*
CN(C)c1ccc(CNC(=O)C2CCN(C(=O)c3ccc(-n4ccc5ccccc54)s3)CC2)cc1 | ?
CC(=O)Nc1ccc(C2(C(=O)N3CCCCCC3)CCC2)cc1 | -21%
Cc1nn2c(c1-c1ccccc1[S+](C)(=O)[O-])N(C(=O)COc1ccccc1)CCC2 | 1%[44.1 µM]
CCCN(CCC)CCNC(=O)CS(=O)Cc1nc(-c2ccc(OC)c(OC)c2)oc1C (stereo not given) | ?
Cn1c(CN2C[C@H](O)C[C@H]2c2nc(-c3ccc(OC(F)(F)F)cc3)no2)nc2ccccc21 | i
COc1cc2c(cc1OCC1CC1)NC(=O)C21CCN(C(=O)c2cccnc2)CC1 | ?
CNC(=O)[C@H]1C[C@H](Oc2ccccc2)CN1Cc1sccc1C | i
Cc1ccnc(CC(C)N(C)C(=O)c2cc(-c3cnn(C)c3)nc3ccccc23)c1 (stereo not given) | 2%
Cc1ccc(N2CCN(C(=O)c3noc(-c4ccc(F)cc4)n3)CC2)cc1 | -10%
CCSc1nc2ccccc2c(OCc2ccc(Cl)cc2)c1C(=O)OC | ?
COc1ccc(NC(=O)C2(C)CCc3cnc(Nc4ccccc4)nc32)cn1 (stereo not given) | ?
CCOc1ccc(-c2ccnc(-c3ncccn3)n2)cc1C(=O)O | -5%
CCc1ccccc1NC(=O)[C@@H](c1ccccc1)N1Cc2ccccc2C1=O | -6%
O[C@H]1[C@H](NCC2CCCCC2)[C@H]2CO[C@H](O2)[C@@H]1Sc1ccccc1 | ?
COc1ccc(Cn2c(C3CCN(C(=O)c4ccco4)CC3)n[nH]c2=O)cc1 | 42%[activator]
COC(=O)c1cn([C@H]2CO[C@H]3[C@@H]2OC[C@@H]3NCCCc2ccccc2)nn1 | 4%[44.1 µM]
COc1cccc(CNC(=O)CSc2nnc(C)c3c(C)n(-c4ccccc4)nc23)c1 | -14%
COc1ccc(-c2noc(-c3cccn3CC(=O)Nc3c(C)cccc3Cl)n2)cc1F | ?
Cc1ccccc1NC(=O)COc1ccc2oc3c(c2c1)CCCC3 | 11%
Cc1oc(-c2ccc(C(=O)N(C)Cc3ccccc3)cc2)nc1CN1CCc2ccccc21 | ?
CCC(=O)N1c2ccccc2CC1C(=O)NCc1ccc(CC)cc1 (stereo not given) | 28%
NC(=O)CNC(=O)C1=C[C@@H](NC(=O)Nc2ccccc2Br)[C@@H](O)[C@H](O)C1 | -5%[44.1 µM]
Next section
SMILES | Pf Dd2 growth
C#CCN(C)CC[C@@H]1CC[C@H](O)[C@@H](C(=O)NC(C)C)O1 | -12%[44.1 µM]
COc1ccc(-c2cc(C[C@H]3CNCC[C@H]3CC(=O)NCc3cccnc3)no2)cc1 | -8%[44.1 µM]
CNC(=O)N1CCC(C2CCN(C(=O)c3ccc(Br)cc3)C2)CC1 (stereo not given) | 1%
NC(=O)c1cccc(-c2cc3c(cn2)CN(Cc2ccccc2)CCN3)c1 | ?
N#Cc1cccc(C(=O)NC2CCN(c3cc(-c4ccc(F)cc4)[nH]n3)CC2)c1 | -11%
COCCN1CCCC2(CCN(C(=O)c3cc(C)[nH]n3)C2)C1=O (stereo not given) | -1%
CCOc1ccc(C(=O)Nc2c(C)nc(Nc3ccccc3)nc2Nc2ccccc2)cc1OCC | 13µM*
c1csc(CN2CC[C@H](c3nc4ccccc4[nH]3)C2)c1 | i
O=[S+]([O-])(C1CC1)N1C2CCC1CN(c1ccc(C(F)(F)F)cc1)C2 | 5%
O=C(Cc1ccccc1)N1CC(c2nnc(-c3ccncc3)o2)C2(CCOCC2)C1 (stereo not given) | i
CCS(=O)(=O)c1cccc(C(=O)Nc2ccc(-c3nc4ccccc4s3)c(O)c2)c1 | i
COc1ccc(C(=O)N2CCC3(C2)C(=O)N(c2ccccc2)c2ccccc23)cc1 (stereo not given) | ?
CCOC(=O)c1cc(S(=O)(=O)N2CCN(c3cccc(C)c3C)CC2)[nH]n1 | ?
COc1ccc(C)cc1NC(=O)Cc1ccc(NC(=O)N2CCCCc3ccccc32)cc1 | 57%[activator]
Cn1nc(-c2ccc(OCC(=O)Nc3cccc(C(F)(F)F)c3)cc2)c2ccccc2c1=O | -28%
COCc1ccc(C(=O)NCc2cc(C)cc3c(C)c(C)[nH]c23)o1 | ?
Cc1ccccc1CNC(=O)c1nn(-c2ccccc2F)nc1CO | 61%[activator]
Cc1ccccc1C(=O)N1CCN(c2cc(-c3ccc(Cl)cc3)[nH]n2)CC1 | i
O=C(NCc1ccc(F)cc1)C1COC2(CCCCC2)N1C(=O)c1ccccc1 (stereo not given) | -13%
Cc1ccc2nc(Cl)c3cc(C(=O)NCCCN4CCC(C)CC4)sc3c2c1 | ?
COC(=O)c1ccc(OCC2c3cc(OC)c(OC)cc3CCN2C(=O)C(C)C)cc1 (stereo not given) | ?
O=C(Nc1ccc(F)cc1Cl)c1cc2n(n1)CC(c1ccc3c(c1)OCO3)OC2 (stereo not given) | i
c1coc(CN[C@H]2CO[C@H]3[C@@H]2OC[C@@H]3n2nnnc2Oc2ccc(-n3ccnc3)cc2)c1 | -19%
O=C(c1cccs1)N1CCC2(CC1)NC(=O)N(Cc1ccccc1)C2=O | 10%
CCOc1ccc(CCNC(=O)c2cc3c(=O)n(CC)c4ccccc4c3s2)cc1OCC | 11%

Overlap with the part before: 7 entries, then new ones.
SMILES | Pf Dd2 growth
O=C(NCc1ccc(F)cc1)C1COC2(CCCCC2)N1C(=O)c1ccccc1 (stereo not given) | -13%
Cc1ccc2nc(Cl)c3cc(C(=O)NCCCN4CCC(C)CC4)sc3c2c1 | ?
COC(=O)c1ccc(OCC2c3cc(OC)c(OC)cc3CCN2C(=O)C(C)C)cc1 (stereo not given) | ?
O=C(Nc1ccc(F)cc1Cl)c1cc2n(n1)CC(c1ccc3c(c1)OCO3)OC2 (stereo not given) | i
c1coc(CN[C@H]2CO[C@H]3[C@@H]2OC[C@@H]3n2nnnc2Oc2ccc(-n3ccnc3)cc2)c1 | -19%
O=C(c1cccs1)N1CCC2(CC1)NC(=O)N(Cc1ccccc1)C2=O | 10%
CCOc1ccc(CCNC(=O)c2cc3c(=O)n(CC)c4ccccc4c3s2)cc1OCC | 11%
O=C(C1CCCC1)N1CCC(Oc2cccnc2)C1 (stereo not given) | -8%
O=C(Nc1ccc(Cl)cc1)N1CCn2c(nn(-c3ccc(C(F)(F)F)cc3)c2=O)C1 | i
Cc1noc2c(NCc3cnccn3)cc(-c3ccccc3)nc12 | ?
CCN1C(=O)CCc2cc(NC(=O)c3ccc(OC(F)(F)F)cc3)ccc21 | ?
Cc1nc2scc(CC(=O)NC3CCCCC3)n2c(=O)c1-c1cc(C)n(-c2ccccc2F)n1 | i
CCc1cccc2c(C(CC(=O)N3CCC(C)CC3)c3cccc(C)c3)c[nH]c12 (stereo not given) | ?
O=C(NC1CCOC2(CCOCC2)C1)c1ccc(-c2cnco2)cc1 (stereo not given) | -24%
COc1cc(NC(=O)Cn2cc(S(=O)(=O)N3CCC(C)CC3)c3ccccc3c2=O)cc(OC)c1OC | ?
O=C(C1CCCC1)N1CC2(CCN(Cc3ccccn3)CC2)Cc2ccccc21 | 10µM*
Cc1cccc(CS(=O)(=O)Cc2ccc(C(=O)NCCc3ccccc3)o2)c1 | 0%
CN(C/C=C/c1ccccc1)c1cc(C2CC(O)C2)nc(N)n1 (stereo not given) | -21%
COc1ccc(-c2nc3cc(NC(=O)Cc4ccc(Cl)cc4)ccc3o2)cc1OC | ?
CN1CC(=O)N2CCN(C(=O)Cn3nnc4ccccc4c3=O)CC2C1=O (stereo not given) | -2%
CCCOCCNC(=O)c1c(C)noc1-c1ccc2c(c1)OCO2 | 14%
CCOC(=O)COc1ccc(C)cc1C(=O)c1ccn2nc(-c3ccc(F)cc3)cc2n1 | -1%
Cc1cc(CN2C[C@@H](CO)[C@H](NC(=O)c3ccccc3)C2)n(C)n1 | 35%[activator]
Cc1nc(CN2Cc3nc(-c4ccc(Cl)cc4)ccc3OCC2=O)cs1 | i
Cc1ccc(NC(=O)CC2Oc3ccccc3NC2=O)cc1C (stereo not given) | 16%
O=C(Nc1ccc(F)cc1F)N1CCC(Oc2ncccc2C(=O)N2CCOCC2)C1 (stereo not given) | 8%
COc1ccc(-c2cnc([C@@H]3COCCN3C3CCCCC3)[nH]2)cc1 | ?
CC(C)(C)c1ccc(-c2cc(C[C@H]3CNCC[C@H]3CC(=O)N3CCOCC3)no2)cc1 | ?
Cc1cccc(OCc2cc(=O)n3c(-c4ccccc4)csc3n2)c1C | -6%
CC(=O)NCC1CCCN(C(=O)c2cc(Cn3ccc4ccccc43)[nH]n2)C1 (stereo not given) | -7%
CCOC(=O)c1ccc(NC(=O)c2c(NCc3cc(OC)c(OC)cc3OC)sc3c2CCCC3)cc1 | 13µM*
COc1ccc(CNC(=O)[C@@]23CCCC[C@H]2N(C)C(=O)CC3)cc1 | -17%
(further entries)
SMILES | Pf Dd2 growth
Cn1cccc1C(=O)NCC1(C)CCOCC1 | 20%
COc1nccc(N2CCC(CC(=O)NCc3ccc(F)cc3Cl)CC2)n1 | i
Cc1ccccc1CN1CCCn2nc(C)c(-c3cccnc3N3CCOCC3)c21 | -25%[44.1 µM]
CCCCc1ccc(NC(=O)CSc2nnc3[nH]c(=O)cc(C)n23)cc1 | -10%
Clc1cc(N2CCOCC2)n2nccc2n1 | 15%[44.1 µM]
Cc1ccc(CNC(=O)c2cnc(N3CCCCC3)c3ccccc23)cc1 | 16%
CN1CCN(c2cc(=O)c3ccnc(Nc4ccccn4)c3o2)CC1 | i
Cc1nc(CN2Cc3nc(-c4cc5ccccc5o4)ccc3OCC2=O)cs1 | ?
O=C1N(C2CCN(S(=O)(=O)c3cccnc3)CC2)C(c2ccncc2)C12CCCCC2 (stereo not given) | ?
CC(=O)Nc1cccc(C(=O)NCCc2nc3c(C)c(C)ccc3[nH]2)c1 | -23%
Cc1ncsc1CN1CC(Oc2cccc(C(=O)N3CCOCC3)c2)C1 | ?
CCOC(=O)c1cc(-c2ccc(C)cc2)n(CC(=O)Nc2ccccc2F)c1C | ?
